From PubChem
AID inhibitor – activation induced cytidine deaminase inhibition; Q9GZX7; AID deamination FRET fluorescence, UDG-coupled, 4 h; Potency, µM (highest dose often 115 µM), for the others: top-dose activity change, negative = inhibition, hits mostly inhibitors; hit rate 0.32% among 91,000; further: nearly all actives have a fitted effect of over 25% in size
Target sequence (Q9GZX7 whole entry, looked up): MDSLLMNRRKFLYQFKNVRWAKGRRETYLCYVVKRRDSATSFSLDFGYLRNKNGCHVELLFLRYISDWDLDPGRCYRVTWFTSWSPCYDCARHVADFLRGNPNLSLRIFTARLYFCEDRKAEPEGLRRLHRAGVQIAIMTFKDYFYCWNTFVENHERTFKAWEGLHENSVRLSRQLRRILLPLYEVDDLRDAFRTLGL
UDG counterscr – counter-screen for AID inhibitors: uracil-DNA glycosylase inhibition; hit rate 0.14% among 91,000; FRET deamination/UDG coupled assay, UDG read, 4 h; AID 1347430; Potency, µM (top dose mostly 115 µM), without a hit: at the highest dose activity change, negative = inhibition, usual class: inhibitors; further: nearly all actives have a fitted effect of over 65% in size
Active calls of the source: *; ? = inconclusive; [ ] = remark or other dose. The call rests on the fitted dose curve; in most records, active means well fitted curve in the direction sought with a large enough effect; inconclusive means small, poorly fitted or top-dose-only effect, or another doubt; inactive means no such curve, though single readings can be large; an effect the other way counts as inactive or inconclusive. On the % scale 0 is the no-effect control and ±100 the full control effect; potency means the concentration at half of the fitted maximal effect.

SMILES | AID inhibitor | UDG counterscr
O=C(CCC1CCCC1)OCC(=O)c1ccc2c(c1)OCO2 | 18% | 1%
O=C(NCC(c1ccc2c(c1)OCO2)N1CCOCC1)c1ccccc1F (stereo not given) | 12% | 3%
CCOc1ccc(CCNC(=O)c2ccc(-n3c(C)cc4c3CCCC4)cc2)cc1OCC | 4% | -6%
N#Cc1cc2c(nc1SCC(=O)N1CCCCC1)CCCC2 | -8% | 2%
O=C(O)c1cccc2c(Br)cccc12 | 9% | 5%
CCOC(=O)c1[nH]c2ccc(F)cc2c1NC(=O)C1CC1 | 8% | 3%
NC(CC(=O)O)C(F)(F)F (stereo not given) | 5% | 2%
CC(=O)c1ccc(NC(=O)CCn2cccn2)cc1 | 6% | 9%
CCOC(=O)c1coc(CNC(=O)c2coc(C)c2)c1 | 3% | 0%
CCCc1ccc(-c2csc(NC(=O)c3cnc4c(c3)c(=O)n(C)c(=O)n4C)n2)cc1 | 5% | 3%
O=CN1CCCNCC1 | 6% | 7%
COc1cc(/C=N/O)cc(Br)c1OC(C)=O | 14% | -8%
Cn1cc2c(C(F)(F)F)cc(=O)n(CCC(=O)O)c2n1 | 1% | 6%
Cc1ccc(C(=O)c2cn(CC(=O)Nc3ccc4c(c3)OCCO4)c3nc(C)ccc3c2=O)cc1 | ? | 4%
Cc1c(C(C)(C)C)sc(=N)n1C | -10% | -9%
C=CCSc1ccccc1NC(=O)c1cc(C)cc(C)c1 | -6% | 2%
CC1CCc2c(sc3nnn(CC(=O)Nc4c(C(C)C)cccc4C(C)C)c(=O)c23)C1 (stereo not given) | 20% | -2%
COc1ccccc1CNC(=O)CSc1nc(-c2ccc(OC)c(OC)c2)cc(C(F)(F)F)n1 | -4% | -9%
CCOC(=O)c1c(C)[nH]c(C)c1S(=O)(=O)N1CCC(C(=O)NCc2ccc(C)cc2)CC1 | 11% | 5%
CC(=O)c1nn(-c2ccc(OC(F)(F)F)cc2)nc1Nc1ccc(Cl)cc1 | 3% | -1%
Cc1ccc(CNC(=O)C2CCN(S(=O)(=O)N3CCC(C)CC3)CC2)cc1 | 13% | -7%
CSc1ccc(C2c3c(oc4ccccc4c3=O)C(=O)N2CCCN2CCOCC2)cc1 (stereo not given) | 41%[activator] | 10%
CCC(CC)(Cc1nc2ccccc2s1)C(=O)O | 5% | 10%
CCC(CC)C(=O)Nc1ccc2nc(SCC(=O)N3CCc4ccccc43)sc2c1 | -9% | ?
COCCNC(=O)CCCn1c(SCC(=O)Nc2cccc(C)c2)nc2c(sc3ccccc32)c1=O | -4% | 4%[57.5 µM]

Sorted by heavy-atom count (smallest number first): 14 of the compounds above.
SMILES | AID inhibitor | UDG counterscr
NC(CC(=O)O)C(F)(F)F (stereo not given) | 5% | 2%
Cc1c(C(C)(C)C)sc(=N)n1C | -10% | -9%
O=C(O)c1cccc2c(Br)cccc12 | 9% | 5%
COc1cc(/C=N/O)cc(Br)c1OC(C)=O | 14% | -8%
CCC(CC)(Cc1nc2ccccc2s1)C(=O)O | 5% | 10%
CC(=O)c1ccc(NC(=O)CCn2cccn2)cc1 | 6% | 9%
Cn1cc2c(C(F)(F)F)cc(=O)n(CCC(=O)O)c2n1 | 1% | 6%
C=CCSc1ccccc1NC(=O)c1cc(C)cc(C)c1 | -6% | 2%
O=C(CCC1CCCC1)OCC(=O)c1ccc2c(c1)OCO2 | 18% | 1%
O=C(NCC(c1ccc2c(c1)OCO2)N1CCOCC1)c1ccccc1F (stereo not given) | 12% | 3%
CCCc1ccc(-c2csc(NC(=O)c3cnc4c(c3)c(=O)n(C)c(=O)n4C)n2)cc1 | 5% | 3%
CCOc1ccc(CCNC(=O)c2ccc(-n3c(C)cc4c3CCCC4)cc2)cc1OCC | 4% | -6%
COc1ccccc1CNC(=O)CSc1nc(-c2ccc(OC)c(OC)c2)cc(C(F)(F)F)n1 | -4% | -9%
Cc1ccc(C(=O)c2cn(CC(=O)Nc3ccc4c(c3)OCCO4)c3nc(C)ccc3c2=O)cc1 | ? | 4%

New compounds follow
SMILES | AID inhibitor | UDG counterscr
CCOC(=O)c1cccc(NS(=O)(=O)c2ccc3[nH]c4c(c3c2)CCCC4)c1 | 18% | -9%[57.5 µM]
COc1ccc(-c2cc(=O)oc3c4c(ccc23)OCN(Cc2ccccc2)C4)cc1 | 6% | 14%
CCCCSCCCNC(=O)c1cn(CC)c2ccc(S(=O)(=O)N3CCCCCC3)cc2c1=O | ? | -6%
Cc1ccc2nc(N3C(=O)C(O)=C(C(=O)c4ccc(C)o4)C3c3cccc(O)c3)sc2c1 (stereo not given) | ? | 2%
Cc1cccc(-c2nnc(SCC(=O)Nc3c(C)cc(C)cc3C)n2N)c1 | -4% | 5%
O=c1oc2ccccc2c(NC2CCCCC2)c1NS(=O)(=O)c1ccc(Cl)s1 | -5% | -2%
CC(C)C(=O)Nc1nnc(S(=O)(=O)N(C)Cc2ccc(F)cc2)s1 | 4% | -15%
CC(=O)N1N=C(c2c(-c3ccccc3)c3cc(Cl)ccc3n(C)c2=O)CC1c1cccs1 (stereo not given) | 45µM* | -18%
CCOc1ccccc1C1CC(=O)Nc2c1c(=O)n(C)c1ncnn21 (stereo not given) | 40%[activator] | 9%
Cc1ccc(C)c(CN2C(=O)c3ccccc3S(=O)c3ccc(C(=O)NCc4ccco4)cc32)c1 (stereo not given) | -29% | -20%
O=C(CSc1nc2ccccc2nc1N1CCCC1)Nc1ccc(Br)cc1 | -1% | -2%
CCc1ccc(S(=O)(=O)c2cn(C)c3cc(N4CCCCC4C)c(F)cc3c2=O)cc1 (stereo not given) | 23% | -8%
CCN(CC)S(=O)(=O)c1cc(C(=O)Nc2ncn(Cc3ccccc3)n2)c(Cl)cc1Cl | 1% | 1%
Cc1ccc(CCNC(=O)c2ccc(CNS(=O)(=O)c3ccccc3)cc2)cc1 | -6% | -11%
CCOc1ccc(Nc2oc(-c3ccccc3C)nc2C#N)cc1 | 4% | -3%
Cc1oc(-c2ccccc2)nc1C(=O)OCC(=O)N1CCCCC1 | -7% | ?
O=C(Cn1cc(C(F)(F)F)cc(Cl)c1=O)Nc1cc(Cl)ccc1Cl | 4% | 0%
Clc1ccc(C=Nc2ccccc2Cc2ccccc2)cc1 | 0% | -4%
CCc1ccccc1NC(=O)Nc1ccc(F)cc1 | -12% | -4%
CCOC(=O)c1cnc2ccc(Cl)cc2c1Nc1cc(OC)ccc1OC | 3% | 6%
O=C(NCCN1CCCCC1)c1ccc(Cn2c(SCc3ccc(F)cc3)nc3cccnc32)cc1 | -25% | -4%
CC(C)(C)C1CCc2c(sc(NC(=O)c3cc4ccccc4c(=O)o3)c2C(N)=O)C1 (stereo not given) | -2% | -7%
Cc1ccc(NC(=O)CSc2nc3nccnc3c(=O)n2CCc2c[nH]c3ccccc23)cc1C | 8% | 3%
CCCCOC(=O)c1ccc(NC(=O)Cc2coc3c(C)c(C)ccc23)cc1 | 4% | 9%
O=C(CSc1nc2cc(Cl)ccc2s1)NC1CC1 | 6% | -15%

Overlap with the part before: 2 compounds; new compounds follow.
SMILES | AID inhibitor | UDG counterscr
CCCCOC(=O)c1ccc(NC(=O)Cc2coc3c(C)c(C)ccc23)cc1 | 4% | 9%
O=C(CSc1nc2cc(Cl)ccc2s1)NC1CC1 | 6% | -15%
CCc1ccc(C(=O)N(C)C)cc1 | -1% | -3%
Cc1cc(C)cc(NC(=O)CSc2nc3ccccc3nc2N2CCCC2)c1 | -3% | -7%
CCc1ccc(-c2nc(CSCC(=O)NCc3ccc(C)cc3)c(C)o2)cc1 | -3% | -8%
NC(=O)C1CCN(C(=O)c2ccc3nc(C(F)(F)F)sc3c2)CC1 | 6% | -8%
COc1cccc(-c2nc(CS(=O)(=O)CC(=O)NCCc3ccc(OC)cc3OC)c(C)o2)c1 | ? | -21%
COc1ccc(NC(=O)C2c3ccccc3Oc3ccccc32)cc1F | 4% | -5%
CC(C)NC(=O)c1ccccc1NC(=O)C(Cl)Cl | 11% | 9%
Cn1c(=O)oc2cc(S(=O)(=O)NCCC(=O)NCc3ccc(F)cc3)ccc21 | 7% | -1%
CCc1c(C)sc(NC(=O)c2cc3nc(-c4ccc(OC)cc4)cc(C(F)(F)F)n3n2)c1C(=O)OC | 8% | -16%
Cc1ccc(S(=O)(=O)c2cn(CC(=O)Nc3ccc4c(c3)OCO4)c3ccc(C)cc3c2=O)cc1 | -28% | -8%
Cc1cccc(Cn2cccc2CNS(=O)(=O)c2ccc(Br)cc2)c1 | 10% | 3%
CCn1ccc2cc(S(=O)(=O)N3CCCN(C(=O)Nc4cccc(Cl)c4)CC3)ccc21 | -7% | -3%
CCOc1cccc(CNc2ccc(O)cc2)c1OCc1ccccc1Cl | ? | -6%
COc1ccc(-c2cc3ccc(O)c(CN4CCN(CCO)CC4)c3oc2=O)cc1OC | 6% | -4%
COc1ccc(/C=C(\C#N)c2nc(-c3cc4ccccc4oc3=O)cs2)cc1OC | 30% | 2%
CC(=O)c1c(C)n([O-])c2ccc(C)cc2[n+]1=O | 1% | -7%
CCc1nc(CC(=O)Nc2ccc(C)cc2)sc1C | 45%[activator] | -24%
COc1ccc(-c2ccc(CCC(=O)Nc3ccc(OC)c(Cl)c3)o2)cc1 | -4% | 5%
Cc1cnc(NC(=O)c2nn(CC(C)C)c(=O)c3ccccc23)s1 | -13% | -6%
CCc1noc(Cn2c(=O)c(C#N)cn(C3CC3)c2=O)n1 | 3% | 5%
Cc1cc(C)c(S(=O)(=O)Nc2cccc3cccnc23)c(C)c1 | 1% | 0%
COc1ccc(-c2noc(CC(=O)Nc3cc(OC)ccc3OC)n2)cc1 | 21% | ?
CCc1cccc(C)c1NC(=O)C1CCN(c2nn3c(=O)cc(C)nc3s2)CC1 | 7% | -2%
CCCCC(CC)CNC(=O)Cc1ccc(-n2c(=O)[nH]c3ccccc3c2=O)cc1 (stereo not given) | -2% | 10%
Cc1cc2c(cc1S(=O)(=O)N(C)CC(=O)Nc1ccc(C#N)cc1)OCC(=O)N2 | 3% | 28%
Continued:
SMILES | AID inhibitor | UDG counterscr
COc1ccc(NC(=O)C2CCCN(S(=O)(=O)c3ccc4c(c3)oc(=O)n4C)C2)c(OC)c1 (stereo not given) | -9% | -5%
COc1ccc(N2C(=O)CCS2(=O)=O)cc1S(=O)(=O)N1CCC2(CC1)OCCO2 | -3% | -2%
Cc1ccc(Cl)cc1N1CCN(C(=O)c2nn(C)c3c2CS(=O)(=O)c2ccccc2-3)CC1 | ? | -18%
Cc1ccc2nc(-c3ccc(O)cc3)c(Nc3ccc4c(c3)OCCO4)n2c1 | 14% | -4%
CCCn1c(=O)c2sccc2n2c(CCCC(=O)NC3CCCCC3)nnc12 | 3% | 0%
COc1ccc(NC(=O)CSC2=Nc3ccccc3C3=NC(C)C(=O)N23)cc1Cl (stereo not given) | 2% | 6%
CCCNC(=O)c1ccc(NC(=O)c2ccc(F)cc2)cc1 | -6% | -6%
Cc1ccc(C)c(NC(=O)Cn2nnc(C(=O)NCc3ccco3)c2N)c1 | 11% | -2%
O=C(Nc1cccc(C(=O)N2CCN(c3ccc(Cl)cc3)CC2)c1)c1nsc2ccccc12 | -24% | -18%
O=S(=O)(NCCc1nnc2ccc(SCc3ccc(C(F)(F)F)cc3)nn12)c1ccccc1 | ? | -21%
O=C1CSC(c2cccc(C(F)(F)F)c2)N1c1cccc(Cl)c1 (stereo not given) | -20% | -8%
O/N=C1\CCSc2ccccc21 | -3% | -1%
Cc1ncsc1C(=O)NC(C)c1ccc(Cl)s1 (stereo not given) | 0% | 8%
Cc1ccc(NC(=O)c2oc3ccccc3c2NC(=O)C23CC4CC(CC(C4)C2)C3)cc1 | ? | -26%
COc1ccc(/C=C/C(=O)c2cccs2)c(OC)c1 | -20% | -6%
Cc1ccc(CCNC(=O)Cn2ncc3c(=O)oc4ccccc4c32)cc1 | 17% | -2%
Cc1nc(CSCC(=O)NCc2cccs2)cs1 | -7% | 3%
CC(C(=O)N(C)CC(=O)Nc1ccccc1C(F)(F)F)N1CCN(c2ccccc2Cl)CC1 (stereo not given) | -3% | 4%
COc1ccc(CCn2c(SCC(N)=O)nc3c2c(=O)n(C)c(=O)n3C)cc1 | -10% | -12%
COCCCNC(=O)c1ccc2c(c1)N(Cc1ccccc1F)C(=O)c1ccccc1S2=O (stereo not given) | -11% | -8%
COc1ccc2c(c1)CCCN2C(=O)c1cc2ccc(Cl)cc2nc1C | -23% | -10%
CCc1cccc(C)c1NS(=O)(=O)c1c(C(=O)N2CCCCCC2)c(C)n(C)c1C | 0% | 8%
NCc1ccc(Br)cc1C(F)(F)F | 2% | 0%
O=C(NCc1nc2cccnc2n1Cc1ccc(F)cc1)c1ccccc1C(F)(F)F | -1% | 4%
CCOc1cccc2cc(-c3cc(=O)oc4cc(OC(=O)N5CCOCC5)ccc34)c(=O)oc12 | -2% | -2%
Later entries:
SMILES | AID inhibitor | UDG counterscr
CC1(C)CC(=O)c2cc(-c3nc(-c4ccc(Br)cc4)cs3)c(=O)n(-c3ccccc3)c2C1 | 18% | 1%
CCOc1ccc(-n2c(SCC(=O)Nc3ccc(CC)cc3)nc3c(oc4ccccc43)c2=O)cc1 | -8% | -30%
COc1ccc(-c2nc(C(=O)N3CCN(C(C#N)c4ccc(F)cc4)CC3)cs2)cc1OC (stereo not given) | -21% | -12%
O=C(NCc1ccc(Cl)cc1)C1CCN(S(=O)(=O)Cc2ccccc2)CC1 | 0% | 5%
Cc1ccc(-n2ncc(C(=O)N3CCN(Cc4ccccc4)CC3)c2C2CCN(C(=O)OC(C)(C)C)CC2)c(C)c1 | ? | -20%
CCC(C)Nc1oc(/C=C/c2cccc(OC)c2)nc1C#N (stereo not given) | -16% | -8%
CN1CCC(CNC(=O)CCc2c[nH]c3ccccc23)CC1 | -3% | -3%
Cc1cccc(CSc2nc3nc[nH]c3c(=O)[nH]2)c1 | 10% | 11%
CC(=O)c1ccc(NC(=O)CN2C(=O)CN(C)C(=O)c3ccccc32)cc1 | 42%[activator] | -4%

Only part of the results is shown, so the mix of outcomes need not match the whole.
